# PLAP activator: human PLAP activation; actives 1.2% (n = 96,000); purified PLAP enzyme, luminescent substrate read-out; hits give high values; activation fold at 20 µM; AID 696; P05187; in the data active = activation fold above about 2
# CYP2C19 inhib: human CYP2C19 inhibition | P33261 | CYP2C19 Supersomes, luciferin-H EGE luminescence, 30 min | inhibition, % at 5 µM | actives 21% (n = 96,000) | AID 778;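 active = CYP2C19 inhibition above a set limit at 5 µM in the primary screen, cut at about 50% in these data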;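 note: plate controls were negative control wells for no effect and 2.5 mM tranylcypromine positive control for full effect; values of inactives mirror those of a sister screen read the other way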
# Target sequence (P33261 whole entry, looked up): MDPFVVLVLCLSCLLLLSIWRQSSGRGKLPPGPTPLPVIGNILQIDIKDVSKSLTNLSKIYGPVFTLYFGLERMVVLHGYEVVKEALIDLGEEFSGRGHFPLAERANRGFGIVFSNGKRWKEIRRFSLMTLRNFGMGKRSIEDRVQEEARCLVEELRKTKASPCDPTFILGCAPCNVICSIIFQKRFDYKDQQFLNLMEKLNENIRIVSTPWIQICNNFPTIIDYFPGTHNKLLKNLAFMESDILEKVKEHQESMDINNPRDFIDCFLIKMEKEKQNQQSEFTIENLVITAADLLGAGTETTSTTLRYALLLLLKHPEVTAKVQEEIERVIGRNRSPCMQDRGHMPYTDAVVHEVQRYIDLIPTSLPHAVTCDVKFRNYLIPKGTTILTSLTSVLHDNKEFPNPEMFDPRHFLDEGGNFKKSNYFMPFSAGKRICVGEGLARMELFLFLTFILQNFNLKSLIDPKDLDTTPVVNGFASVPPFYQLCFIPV
# EphB4 ephrin blk: antagonists of human EphB4-ephrin-B2 interaction | inhibition, % at 7 µM | EphB4 LBD / TNYL-RAW-Alexa532 peptide, fluorescence polarization | actives 0.15% (n = 97,000) | P54760 | AID 720;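 active = inhibition above the screen-wide mean inhibition plus 3 SD, cut at about 15% in these data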;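 note: 0% = DMSO wells and 100% = excess unlabeled TNYL-RAW peptide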
# Pyk2 oligo antag: blocks oligomerization of human Pyk2 in cells. Q14289. Q293 cells, Pyk2 FERM NanoBiT luminescence; hits give low values. z-score (the deposit names both 25 µM and 10 µM). actives 0.83% (n = 99,000). AID 1347419;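 active = Z-score of -3 or lower, scaled per plate to the spread of control and sample wells; inactive = z-score above -3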;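 note: negative z-score means lost luminescence so less FERM oligomerization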
# E coli WT exp: E. coli BW25113 growth inhibition, expanded screen; OD600 absorbance; growth inhibition, % at 100 µM; actives 0.15% (n = 98,000);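 active = growth inhibition above about 50% at one test dose, limit read from the data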;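 note: growth measured after 20 h incubation at 37 °C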
# CYP2C9 inhib: human CYP2C9 inhibition | inhibition, % at 5 µM | actives 20% (n = 96,000) | CYP2C9 Supersomes, luciferin-H conversion, luminescence | AID 777 | P11712;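 active = blocking of liver enzyme CYP2C9 beyond about 50% at 5 µM, limit read from the data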; note: values of inactives mirror those of a sister screen read the other way
# Target sequence (P11712 whole entry, looked up): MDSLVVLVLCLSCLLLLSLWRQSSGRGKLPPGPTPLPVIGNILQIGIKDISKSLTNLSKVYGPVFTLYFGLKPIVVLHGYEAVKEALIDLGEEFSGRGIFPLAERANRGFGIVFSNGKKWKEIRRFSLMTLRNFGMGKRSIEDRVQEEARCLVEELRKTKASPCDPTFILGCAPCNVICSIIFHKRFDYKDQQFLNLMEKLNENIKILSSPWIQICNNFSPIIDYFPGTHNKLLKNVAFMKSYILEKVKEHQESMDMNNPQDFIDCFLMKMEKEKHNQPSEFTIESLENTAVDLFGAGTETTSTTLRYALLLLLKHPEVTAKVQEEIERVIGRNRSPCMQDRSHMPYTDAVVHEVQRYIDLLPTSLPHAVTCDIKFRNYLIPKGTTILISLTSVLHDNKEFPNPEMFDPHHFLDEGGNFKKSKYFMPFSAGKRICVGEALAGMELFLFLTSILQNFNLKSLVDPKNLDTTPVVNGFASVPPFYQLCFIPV
# CYP2C9 act: CYP2C9 (human) activation; recombinant CYP2C9, luciferin-H conversion, luminescence; hits give high values; factor 1 = untreated enzyme, 0 = blocked; activation factor at 5 µM; actives 1.4% (n = 96,000); AID 1024;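 active = activation factor of 2 or more for CYP2C9 at a 5 µM dose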;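 note: 0 = sulfaphenazole-blocked wells and 1 = vehicle-only wells; values of inactives mirror those of a sister screen read the other way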
# PostGolgi yeast: growth inhibition of a yeast mutant, post-Golgi transport screen. actives 0.9% (n = 98,000). post-Golgi transport phenotypic cell assay. inhibition, % at 10 µM; in the data active = inhibition above about 30%;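 note: yeast cells grown in 1536-well plates; yeast grown about 18 h at 30C before absorbance read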
# CYP2C19 act: increases human CYP2C19 enzyme activity | recombinant CYP2C19, luciferin-H EGE luminescence; hits give high values; 0 = fully inhibited enzyme, 1 = untreated enzyme | activation factor at 5 µM | 96,000 tested, under 10 active | AID 1025;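 active = activation factor of at least 2 at 5 µM in the primary screen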;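 note: 0 = wells with 2.5 mM tranylcypromine and 1 = vehicle-only wells; values of inactives mirror those of a sister screen read the other way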
# An asterisk follows results filed as active; . = no result given.
SMILES,PLAP activator,CYP2C19 inhib,EphB4 ephrin blk,Pyk2 oligo antag,E coli WT exp,CYP2C9 inhib,CYP2C9 act,PostGolgi yeast,CYP2C19 act
O=c1cc(O)c(-c2cccc(Cl)c2)c(Cl)[nH]1,1.1,-2.0,5.8,-1.55,-2.0,15.4,0.8,0.3,1
O=C(NCc1ccc2c(c1)OCO2)c1ccc(N2C(=O)C3CCCCC3C2=O)cc1 (stereo not drawn),1.4,15.3,1.8,1.76,2.0,24.0,0.8,-1.7,0.8
O=C(c1cccs1)N(CC1CCCO1)c1nc(-c2ccccc2)cs1 (stereo not drawn),0.9,95.3*,-13.3,-1.89,-22.0,88.9*,0.1,0.3,0
O=C(O)c1ccc(NC(CSCc2ccc(F)cc2)C(=O)O)c([N+](=O)[O-])c1 (stereo not drawn),0.7,-13.6,3.9,-0.91,0.0,90.4*,0.1,12.8,1.1
COC(=O)c1ccc(C2C(C(=O)c3cc4ccccc4o3)=C(O)C(=O)N2CCCN(C)C)cc1 (stereo not drawn),1.4,-8.4,-5.9,0.07,-8.0,11.5,0.9,3.2,1.1
Cc1cc(NC(=O)COC(=O)c2cccc(S(=O)(=O)N3CCOCC3)c2)no1,1.1,24.5,-2.3,0.99,-4.0,0.7,1,4.7,0.8
COc1ccccc1NCCC(=O)OCC(=O)Nc1ccc(Cl)cn1,1.1,79.8*,.,1.48,1.0,46.8,0.5,-4.5,0.2
COc1ccc(C(NC(C)=O)c2ccc3cccnc3c2O)c(OC)c1 (stereo not drawn),2.4*,58.5*,.,-1.81,.,41.0,0.6,.,0.4
O=C(CN(Cc1ccco1)C(=O)CNS(=O)(=O)c1ccc(F)cc1)NCCc1ccccc1,0.9,65.4*,.,-0.37,-10.0,61.0*,0.4,-5.7,0.3
CCC(CC)COC(=O)C(C#N)c1nc2ccccc2nc1N1CCN(CC)CC1 (stereo not drawn),1.2,81.9*,1.6,-0.74,4.0,64.2*,0.4,-7.6,0.2
CCCCOC(=O)Cc1c(O)c2ccccc2[nH]c1=O,1,5.2,0.1,2.57,5.0,18.5,0.8,32.3*,0.9
CC1Cc2nc(SCC(=O)Nc3ccc(F)cc3)n(C)c(=O)c2S1 (stereo not drawn),0.8,14.5,-2.6,0.37,0.0,64.4*,0.4,22.2,0.9
CCOC(=O)CSc1nc(C)c(C(C)=O)cc1C#N,1.3,38.5,0.3,-0.14,-10.0,19.9,0.8,4.5,0.6
Cc1ccc(S(=O)(=O)/C(C#N)=C/c2c(N3CCOCC3)nc3ccccn3c2=O)cc1,1.3,17.2,5.4,-1.17,-4.0,48.9,0.5,0.3,0.8
COC(=O)CCC(=O)COc1ccccc1C#N,1.2,6.7,-1.4,-0.02,5.0,6.7,0.9,-3.8,0.9
O=c1c2[nH]c3ccccc3c2ncn1Cc1cccnc1,0.8,29.9,-7.2,0.84,1.0,22.1,0.8,-7.0,0.7
CC1CCC(C(C)C)C(OC(=O)CSc2nnc(N)s2)C1 (stereo not drawn),0.8,65.5*,2.3,-0.6,7.0,39.8,0.6,4.0,0.3
CN(c1cccc(Cl)c1)S(=O)(=O)c1cccc(C(=O)NC2=NCCS2)c1,1,73.8*,4.3,-2.2,6.0,81.8*,0.2,3.8,0.3
CCCP(=O)(CC(=O)O)c1ccccc1 (stereo not drawn),1,-2.5,.,2.31,-10.0,-3.1,1,-6.4,1
O=c1c2c(nc3c(-c4cccc5ccccc45)c[nH]n13)CCC2,1.7,7.2,-10.6,-0.3,-2.0,69.3*,0.3,-2.3,0.9
CCCc1c(O)c2ccccc2[nH]c1=O,0.9,-1.1,2.8,-1.17,4.0,14.0,0.9,9.6,1
CCSC1=C(C#N)C2(CCCC2)C(C#N)=C(N)N1,1.4,95.3*,2.3,-0.81,-6.0,95.1*,0,-2.4,0
C=CCNc1ncnc2c1cnn2-c1ccc(C)cc1C,1,29.8,.,.,-2.0,9.7,0.9,6.0,0.7
CCOCCCNC(=O)c1c[nH]c2ccc(S(=O)(=O)Nc3cccc(OC)c3)cc2c1=O,0.9,26.7,0.8,0.33,0.0,67.7*,0.3,-3.9,0.7
CCOC(=O)c1ccccc1NC(=O)CSc1nnnn1C1CCCCC1,0.9,25.2,4.8,-0.9,-11.0,72.3*,0.3,14.5,0.7
Nc1nncn1C(=O)c1c(Cl)cccc1Cl,0.8,12.3,-5.5,-0.44,3.0,5.2,0.9,-3.2,0.9
O=C(CCCCCn1c(SCc2ccncc2)nc2ccccc2c1=O)NCc1ccco1,.,.,6.2,-0.08,-29.0,.,.,0.3,.
CC(=O)c1sc(NC(=O)c2ccccc2F)nc1C,1.1,33.1,1.8,.,-6.0,-7.1,1.1,1.0,0.7
O=C(Cn1nnc(-c2cc(Cl)ccc2-n2cnnn2)n1)N1CCCc2ccccc21,1.2,17.4,-2.3,1.83,-1.0,-13.1,1.1,28.2,0.8
CCCCNCc1cc(Br)c(OCC(=O)N2CCOCC2)c(OC)c1,0.9,-4.6,4.2,-0.02,2.0,-2.2,1,1.3,1
COc1ccccc1N1CCN(Cc2cccs2)CC1,1.1,93.5*,-5.8,-0.37,3.0,35.7,0.6,0.7,0.1
COCCNc1oc(COc2cccc(C)c2)nc1C#N,1,56.8*,-7.9,-0.15,5.0,10.1,0.9,13.6,0.4
CCOC(=O)c1cc2n(c1/N=C/N(C)C)-c1ccccc1C2=O,1.1,21.9,1.2,-0.6,-5.0,61.9*,0.4,-7.7,0.8
CCCS(=O)(=O)N1CCCC(C(=O)NCCCN(C)c2ccccc2)C1 (stereo not drawn),1.1,14.7,-9.3,0.49,2.0,21.1,0.8,9.5,0.9
C=CCN(c1ccc(C(=O)N2CCN(c3ccc(F)cc3)CC2)cc1)S(C)(=O)=O,1.3,44.2,-9.8,0.86,-9.0,55.2*,0.4,1.3,0.6
O=C(NCCN1CCN(c2ccccc2F)CC1)C1c2ccccc2C(=O)N2CCc3ccccc3C12 (stereo not drawn),1.7,17.3,1.9,-0.74,-10.0,22.0,0.8,1.8,0.8
Cc1cc(C)c(S(=O)(=O)Nc2nnc(C)s2)c(C)c1,1.2,-1.7,5.6,0.68,-7.0,86.4*,0.1,-11.7,1
COc1cc(C(=O)NCCOc2cc(C)cc(C)c2)c(Br)c(OC)c1OC,1,86.2*,4.3,-1.52,3.0,-7.7,1.1,-5.4,0.1
C/C(=N\NC(=O)C1CC1c1ccccc1)c1ccc(C)s1 (stereo not drawn),0.9,-0.8,6.8,1.24,-5.0,-1.7,1,7.7,1
CCN1CCC(NC(=O)c2cc(OC)c(OC)cc2OC)CC1,1.3,14.0,-2.3,0.96,1.0,18.7,0.8,13.4,0.9
CC(Sc1nnc(-c2cccs2)n1-c1ccccc1)C(=O)NCc1ccco1 (stereo not drawn),1.7,70.8*,2.6,-0.76,2.0,82.2*,0.2,0.3,0.3
CC(CC(=O)Nc1ccncc1)c1ccccc1 (stereo not drawn),0.9,98.0*,-1.9,2.44,11.0,95.6*,0,-6.0,0
CC1(C)CCCC2=C1CC1C(=O)N(O)C(=O)C1C2 (stereo not drawn),1,-5.6,-0.2,-0.39,1.0,-19.4,1.2,6.7,1.1
CCOC(=O)C1=C(C)NC(C)=C(C(=O)OCC)C1c1cc2ccc(C)cc2[nH]c1=O,1.5,25.1,7.0,-0.92,-4.0,53.5*,0.5,12.4,0.7
NC1C2CN(c3nc4c(cc3F)c(=O)c(C(=O)O)cn4-c3ccc(F)cc3F)CC12 (stereo not drawn),0.7,6.3,-1.9,-0.67,97.0*,4.4,1,-1.6,0.9
COc1cc(C(=O)N(CCCO)Cc2cc3ccc(C)c(C)c3[nH]c2=O)cc(OC)c1OC,1.6,-9.2,2.6,0,7.0,5.9,0.9,-3.1,1.1
OC(CNCc1ccco1)Cn1c2ccc(Br)cc2c2cc(Br)ccc21 (stereo not drawn),1.1,-1.1,3.8,1.05,-5.0,5.1,0.9,105.7*,1
CNC(=S)N/N=C1\C(=O)c2cccc3cccc1c23,0.8,28.1,9.6,-1.36,8.0,6.9,0.9,7.5,0.7
CN(C)CCCN1C(=O)C(O)=C(C(=O)c2cc3ccccc3o2)C1c1ccccc1 (stereo not drawn),1.5,-5.1,-4.2,0.03,-5.0,10.9,0.9,-3.8,1.1
CC(Sc1ccc(Cl)cc1)C(=O)NCc1cccnc1 (stereo not drawn),1,50.7*,13.8,0.4,3.0,33.1,0.7,11.7,0.5
# Continued.
SMILES,PLAP activator,CYP2C19 inhib,EphB4 ephrin blk,Pyk2 oligo antag,E coli WT exp,CYP2C9 inhib,CYP2C9 act,PostGolgi yeast,CYP2C19 act
COc1ccc(-n2c(CNC(=O)c3cc(OC)c(OC)c(OC)c3)n[nH]c2=S)cc1,1.1,3.9,-0.9,0.39,5.0,-0.7,1,-4.0,1
CC1(C)CC(=O)c2sc(NC(=O)c3ccc4ncsc4c3)nc2C1,1.4,-13.7,5.8,.,-14.0,16.8,0.8,-5.6,1.1
Cc1cc(NC(=O)COC(=O)COc2ccc(C(=O)c3ccccc3)cc2)no1,1,17.3,-1.1,0.76,-5.0,22.2,0.8,3.1,0.8
Cn1c(-c2cc3c(C(F)(F)F)nn(C)c3s2)n[nH]c1=S,1.1,-0.5,2.4,-0.12,-5.0,11.0,0.9,14.8,1
O=C(CCNC(=O)Cn1ccc2ccccc2c1=O)NCCCN1CCN(c2ccc(F)cc2)CC1,1.5,2.3,-2.7,-0.11,5.0,-11.9,1.1,3.7,1
CCOC(=O)c1nn(-c2ccc(C)cc2)c2nc(Nc3ccccc3)cc(=O)n12,1.4,-17.4,1.3,0.05,-10.0,34.5,0.7,6.7,1.2
COC(=O)c1cccc(NC(=O)NC23CC4CC(CC(C4)C2)C3)c1,0.9,12.0,1.1,-1.79,-5.0,1.8,1,-6.5,0.9
O=C(Nc1c(C(=O)N2CCCCC2)cnn1-c1ccccc1)c1ccccc1,1,-7.1,-0.5,.,3.0,14.6,0.9,-2.4,1.1
COc1cc(NC(=O)CSc2nnnn2Cc2ccc3c(c2)OCO3)cc(OC)c1,0.7,2.7,-2.0,-0.73,-3.0,-5.7,1.1,6.3,1
CCCN(CCC)c1nc2ccccc2nc1C(C#N)C(=O)OCCOC (stereo not drawn),1.2,23.3,-10.2,-0.1,-4.0,33.1,0.7,-2.6,0.8
Cc1cccc(NC(=O)C2NC(=O)CC2c2ccccc2)c1C (stereo not drawn),1.2,58.3*,-7.5,.,0.0,16.1,0.8,-7.8,0.4
CNC(=O)c1ccccc1NC(=O)c1c(O)c2c([nH]c1=O)CCCC2,0.9,29.5,5.9,-0.74,0.0,19.3,0.8,0.0,0.7
COc1ccc(CNC(=O)CCCNS(=O)(=O)c2cccc3nonc23)cc1,0.9,34.9,.,-0.19,6.0,26.0,0.7,9.4,0.7
O=Cc1ccc(Sc2nnc(-c3ccccc3)o2)c([N+](=O)[O-])c1,0.9,27.0,-5.4,0.57,3.0,13.1,0.9,5.2,0.7

# A draw from above in order of length of the SMILES, rising:
SMILES,PLAP activator,CYP2C19 inhib,EphB4 ephrin blk,Pyk2 oligo antag,E coli WT exp,CYP2C9 inhib,CYP2C9 act,PostGolgi yeast,CYP2C19 act
Cc1cccc(NC(=O)C2NC(=O)CC2c2ccccc2)c1C (stereo not drawn),1.2,58.3*,-7.5,.,0.0,16.1,0.8,-7.8,0.4
CCCN(CCC)c1nc2ccccc2nc1C(C#N)C(=O)OCCOC (stereo not drawn),1.2,23.3,-10.2,-0.1,-4.0,33.1,0.7,-2.6,0.8
COc1ccc(CNC(=O)CCCNS(=O)(=O)c2cccc3nonc23)cc1,0.9,34.9,.,-0.19,6.0,26.0,0.7,9.4,0.7
COc1cc(NC(=O)CSc2nnnn2Cc2ccc3c(c2)OCO3)cc(OC)c1,0.7,2.7,-2.0,-0.73,-3.0,-5.7,1.1,6.3,1

# Screens deposited in PubChem by several laboratories.
